Screening data as filed in PubChem.
cardiac RTF act: cardiac RTF calcium sensitization; P19429+P45379; IANBD-labeled TnC RTF fluorescence at EC20 calcium; 0% EC20 calcium, 100% full calcium; activation, % at 7.2 µM; actives 0.24% (n = 340,000);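 active = activation above the mean over all tested compounds plus 3 SD, cut at about 30% in these data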;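 note: rise in fluorescence read as greater calcium sensitivity of cardiac thin filaments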
PfHsp90 set2: reduces growth (ATP signal) of yeast expressing P. falciparum Hsp90; actives 0.32% (n = 310,000); S. cerevisiae expressing PfHsp90, BacTiter-Glo ATP, 48 h; yeast lacking PDR1 and PDR3 efflux regulators; AID 504621; inhibition, % at 9.4 µM;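 active = every replicate shows inhibition above about 80%, whatever the replicate mean, limit read from the data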;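 note: 0% = DMSO neutral controls and 100% = 20 µM radicicol positive controls; yeast relying on Plasmodium falciparum Hsp90 in place of its own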
RTF Ca sens inh: cardiac RTF calcium desensitization; inhibition, % at 7.15 µM; AID 493244; P19429+P45379; IANBD-labeled cardiac RTF, Ca2+ fluorescence; actives 0.12% (n = 340,000);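 active = inhibition above the mean inhibition of all tested compounds plus 3 SD, cut at about 17% in these data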;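 note: assay run at fixed EC70 calcium of 1.6 mM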
Rtt109 HAT inh: C. albicans Rtt109 histone acetyltransferase inhibition; purified Rtt109/Vps75, ThioGlo CoA-SH fluorescence, 4 h; inhibition, % at 34.9 µM; actives 0.16% (n = 330,000); AID 540336;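 active = inhibition of at least 50% in every replicate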
PvdQ inh: blocks Pseudomonas aeruginosa PvdQ acylase activity | AID 488965 | inhibition, % at 10 µM | purified PvdQ acylase, fluorescence plate reader | actives 0.063% (n = 340,000); in the data active = inhibition above about 30%, passing the limit was not always enough;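 note: 0% = vehicle neutral wells and 100% = reference inhibitor wells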
CDK5 inh: inhibitors of human CDK5/p35 kinase; inhibition, % at 10 µM; Recombinant CDK5/p35, ADP-Glo luminescence, 60 min; actives 0.01% (n = 330,000);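 active = highest replicate inhibition of at least 50% and at least 75% of replicates reaching 50%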;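 note: plate controls were DMSO neutral control for no effect and GW8510 at 10 µM for full effect; many of its hits are not listed in these tables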
Keap1-Nrf2 PPI: Keap1-Nrf2 (human) interaction inhibition. Q14145. Keap1 Kelch-Nrf2 peptide fluorescence polarization, 1536-well. inhibition, % at 9.4 µM. actives 0.15% (n = 340,000); in the data active = inhibition above about 12%;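 note: human Keap1 Kelch domain with fluorescein labeled Nrf2 9mer peptide probe; 0% = neutral control wells and 100% = peptide positive control; higher means more block of Keap1 binding to Nrf2 peptide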
NSD2 inh: NSD2 (human) methyltransferase inhibition; O96028; NSD2 peptide methylation, AlphaScreen, 120 min; inhibition, % at 12.5 µM; actives 0.54% (n = 310,000); AID 743445; in the data active = inhibition above about 50%
Target sequence (O96028 whole entry, looked up): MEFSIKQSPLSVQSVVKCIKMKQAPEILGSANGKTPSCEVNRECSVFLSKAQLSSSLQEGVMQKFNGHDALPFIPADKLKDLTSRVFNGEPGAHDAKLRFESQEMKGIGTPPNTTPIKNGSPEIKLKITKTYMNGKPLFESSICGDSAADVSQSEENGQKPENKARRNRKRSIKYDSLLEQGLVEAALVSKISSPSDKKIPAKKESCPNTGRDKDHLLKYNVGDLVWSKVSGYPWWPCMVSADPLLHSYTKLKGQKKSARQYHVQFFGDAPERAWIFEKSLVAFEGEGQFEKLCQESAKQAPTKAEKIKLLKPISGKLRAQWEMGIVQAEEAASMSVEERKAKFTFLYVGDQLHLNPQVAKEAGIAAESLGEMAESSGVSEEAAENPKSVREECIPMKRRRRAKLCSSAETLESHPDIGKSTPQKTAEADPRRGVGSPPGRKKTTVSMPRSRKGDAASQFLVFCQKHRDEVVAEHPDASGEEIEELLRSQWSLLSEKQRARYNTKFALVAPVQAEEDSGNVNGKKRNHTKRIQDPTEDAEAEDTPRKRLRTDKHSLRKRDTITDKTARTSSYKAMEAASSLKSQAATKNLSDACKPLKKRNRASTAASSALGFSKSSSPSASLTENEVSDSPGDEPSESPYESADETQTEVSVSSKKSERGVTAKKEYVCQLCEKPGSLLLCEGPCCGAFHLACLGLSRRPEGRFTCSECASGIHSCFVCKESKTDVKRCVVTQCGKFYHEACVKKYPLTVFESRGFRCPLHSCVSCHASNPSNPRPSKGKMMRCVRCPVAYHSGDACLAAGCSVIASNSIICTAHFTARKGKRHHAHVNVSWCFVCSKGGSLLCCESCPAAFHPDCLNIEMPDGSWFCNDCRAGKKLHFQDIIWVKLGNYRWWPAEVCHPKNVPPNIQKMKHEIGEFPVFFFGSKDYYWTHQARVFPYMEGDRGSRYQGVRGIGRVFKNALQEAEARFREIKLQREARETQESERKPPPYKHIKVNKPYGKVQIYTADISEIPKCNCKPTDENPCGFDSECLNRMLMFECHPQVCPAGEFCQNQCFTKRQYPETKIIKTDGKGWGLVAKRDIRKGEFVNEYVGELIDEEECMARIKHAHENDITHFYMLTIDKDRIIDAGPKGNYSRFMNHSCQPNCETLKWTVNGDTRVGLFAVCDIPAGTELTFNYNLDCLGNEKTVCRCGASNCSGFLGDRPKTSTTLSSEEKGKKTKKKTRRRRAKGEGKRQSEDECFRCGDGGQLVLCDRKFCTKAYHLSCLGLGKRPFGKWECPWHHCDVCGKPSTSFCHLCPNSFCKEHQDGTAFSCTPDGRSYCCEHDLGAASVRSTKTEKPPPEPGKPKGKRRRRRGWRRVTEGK
dFosB activator: activators of mouse delta FosB homodimer | activation, % at 25 µM | actives 0.99% (n = 340,000) | P13346 | purified delta FosB, TAMRA-CDK5 oligo fluorescence polarization; percent of positive-control signal above neutral wells;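 active = mean activation above about 17%, with every replicate also reaching it, limit read from the data, passing the limit was not always enough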;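 note: fluorescence polarization rise as delta FosB binds a TAMRA Cdk5 AP-1 oligo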
SUMO Mot1 rescue: SUMOylation pathway inhibition by Mot1-301 growth rescue | S. cerevisiae Mot1-301 growth rescue, ATP luminescence, 38.5C; percent above DMSO median, 100 means doubled | growth rescue, % at 18.8 µM | actives 1% (n = 320,000) | AID 2716;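 active = every valid replicate shows activation above 250% relative to neutral control wells; inactive = the rest, any valid replicate at or below 250%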;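 note: OY570 slx delta 5 strain wells were the positive control but not used for scaling; some compounds called inactive have numbers as strong as hits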
C-LANA FP: inhibitors of KSHV LANA C-terminal domain DNA binding | inhibition, % at 9 µM | MBP-C-LANA/FAM-LBS DNA binding, fluorescence polarization | actives 0.078% (n = 340,000);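 active = highest replicate inhibition at or above 60% at 9 µM, even if other replicates fall short; inactive = all replicates below 60% inhibition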;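 note: 0% = neutral control wells and 100% = 4 µM acridine orange control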
* hit, by the source's call.

`COc1ccc(CN(CCO)CCO)cc1[N+](=O)[O-]` gave cardiac RTF act -4, PfHsp90 set2 -5, RTF Ca sens inh -9, PvdQ inh -13, CDK5 inh -2.3, Keap1-Nrf2 PPI -7, NSD2 inh 0, dFosB activator -2, SUMO Mot1 rescue -18 and C-LANA FP 0.6.
`O=C(CCC1CCCCC1)NNC(=O)c1cnccn1` gave cardiac RTF act -3, PfHsp90 set2 16, RTF Ca sens inh 5, Rtt109 HAT inh -4, PvdQ inh -14, CDK5 inh -1.5, Keap1-Nrf2 PPI -3, NSD2 inh -4, dFosB activator 3, SUMO Mot1 rescue -14 and C-LANA FP 0.9.
For Nc1nc(CSc2nnnn2-c2ccccc2)nc(N2CCCc3ccccc32)n1 the results were cardiac RTF act 0, PfHsp90 set2 13, RTF Ca sens inh -7, Rtt109 HAT inh 11, PvdQ inh -14, CDK5 inh -1.0, Keap1-Nrf2 PPI -5, NSD2 inh 0, dFosB activator -17, SUMO Mot1 rescue 895 and C-LANA FP 1.7.
For Cc1c(Cl)cccc1NC(=S)N1CCN(c2ccc([N+](=O)[O-])cn2)CC1 the results were cardiac RTF act -5, PfHsp90 set2 18, RTF Ca sens inh -13, Rtt109 HAT inh 4, PvdQ inh -13, CDK5 inh 0.4, Keap1-Nrf2 PPI 2, NSD2 inh 2, dFosB activator 8, SUMO Mot1 rescue 2 and C-LANA FP 0.5.
COc1ccc(-c2c(-c3ccccc3OC)sc3ccccc23)cc1 was read as cardiac RTF act 3, PfHsp90 set2 21, RTF Ca sens inh -8, Rtt109 HAT inh 1, PvdQ inh 2, CDK5 inh 2.5, Keap1-Nrf2 PPI -3, dFosB activator -3, SUMO Mot1 rescue 406 and C-LANA FP 1.4.
`Cc1ccc(/C=N/OC(=O)c2nn(C)cc2Cl)cc1` gave cardiac RTF act 7, PfHsp90 set2 -5, RTF Ca sens inh 10, Rtt109 HAT inh 7, PvdQ inh -2, CDK5 inh 1.1, Keap1-Nrf2 PPI 1, NSD2 inh -7, dFosB activator -8, SUMO Mot1 rescue -7 and C-LANA FP 1.9.
`O=C(N/N=C/c1ccc(OC(=O)c2ccc(Br)cc2)cc1)c1ccncc1` gave cardiac RTF act 4, PfHsp90 set2 10, RTF Ca sens inh -11, Rtt109 HAT inh -10, PvdQ inh -1, CDK5 inh 1.3, Keap1-Nrf2 PPI 0, NSD2 inh 1, dFosB activator 90*, SUMO Mot1 rescue 89 and C-LANA FP -1.0.
`Cc1nc(C)c(C(=O)N/N=C/c2c[nH]c3ccccc23)s1` gave cardiac RTF act -4, PfHsp90 set2 13, RTF Ca sens inh -5, Rtt109 HAT inh 0, PvdQ inh -2, Keap1-Nrf2 PPI -2, dFosB activator -2, SUMO Mot1 rescue -3 and C-LANA FP 1.6.
COc1ccc(NC(=O)CSc2nnc(N)s2)cc1S(=O)(=O)N1CCCCC1 was read as cardiac RTF act 0, PfHsp90 set2 17, RTF Ca sens inh -10, Rtt109 HAT inh 7, PvdQ inh -12, CDK5 inh -0.3, Keap1-Nrf2 PPI 4, NSD2 inh -3, dFosB activator 0, SUMO Mot1 rescue 10 and C-LANA FP -0.7.
For CC(=O)c1ccc(NC(=O)COC(=O)CCC(=O)c2cccs2)cc1 the results were cardiac RTF act 5, PfHsp90 set2 -16, RTF Ca sens inh 2, Rtt109 HAT inh -6, PvdQ inh -14, CDK5 inh 1.3, Keap1-Nrf2 PPI -4, NSD2 inh -1, dFosB activator -8, SUMO Mot1 rescue -11 and C-LANA FP -1.3.
For COCCCNC(=O)c1ccc(Cn2c(=O)c3ccccc3n(CC(=O)NCCc3ccc(OC)c(OC)c3)c2=O)cc1 the results were cardiac RTF act -1, PfHsp90 set2 1, RTF Ca sens inh 5, Rtt109 HAT inh -1, PvdQ inh 4, CDK5 inh 0.5, Keap1-Nrf2 PPI 1, NSD2 inh 1, dFosB activator -2 and C-LANA FP -0.5.
`C(=C\c1sc(Nc2ccccc2)n[n+]1-c1ccccc1)/c1ccccc1` gave cardiac RTF act 3, PfHsp90 set2 -1, RTF Ca sens inh 9, Rtt109 HAT inh -2, PvdQ inh -6, CDK5 inh 2.6, Keap1-Nrf2 PPI -4, dFosB activator 1 and C-LANA FP -1.2.
For O=C(Nc1cc(Cl)c(O)c(Cl)c1)C1CCCO1 (centres undefined) the results were cardiac RTF act 6, PfHsp90 set2 -13, RTF Ca sens inh -8, PvdQ inh 2, CDK5 inh -0.3, Keap1-Nrf2 PPI 2, NSD2 inh -2, dFosB activator 0, SUMO Mot1 rescue 1 and C-LANA FP -1.2.
`Nc1c(-c2cccs2)cnn1-c1nc(-c2ccc(F)cc2)cs1` gave cardiac RTF act -1, PfHsp90 set2 14, RTF Ca sens inh -5, Rtt109 HAT inh -3, PvdQ inh -1, CDK5 inh -0.2, Keap1-Nrf2 PPI 4, NSD2 inh 0, dFosB activator -3, SUMO Mot1 rescue -5 and C-LANA FP 0.2.
Screening COc1ccc(CNC(=O)c2ccc(Cl)c(NC3=NC4CS(=O)(=O)CC4S3)c2)cc1 (centres undefined) returned cardiac RTF act -1, PfHsp90 set2 -5, RTF Ca sens inh -4, Rtt109 HAT inh 8, PvdQ inh 12, CDK5 inh 1.5, Keap1-Nrf2 PPI -2, dFosB activator -1, SUMO Mot1 rescue -12 and C-LANA FP -1.7.
CCS(=O)(=O)Nc1ccc(C(=O)CC2(O)C(=O)Nc3ccccc32)cc1 (centres undefined) was read as cardiac RTF act 4, PfHsp90 set2 -10, RTF Ca sens inh -1, Rtt109 HAT inh 30, PvdQ inh 9, CDK5 inh 1.4, Keap1-Nrf2 PPI 4, NSD2 inh -7, dFosB activator -1, SUMO Mot1 rescue 17 and C-LANA FP 0.5.
For O=C(COC(=O)/C=C/c1ccccc1)NC1CCCCC1 the results were cardiac RTF act 2, PfHsp90 set2 -3, RTF Ca sens inh -6, Rtt109 HAT inh -15, PvdQ inh -13, CDK5 inh -2.3, Keap1-Nrf2 PPI -1, NSD2 inh 0, dFosB activator -10, SUMO Mot1 rescue 0 and C-LANA FP 1.3.
`COc1ccccc1NC(=O)CSc1ccc(-c2ccco2)nn1` gave cardiac RTF act 0, PfHsp90 set2 18, RTF Ca sens inh 2, Rtt109 HAT inh 6, PvdQ inh -11, CDK5 inh -0.2, Keap1-Nrf2 PPI -7, NSD2 inh 5, dFosB activator -7, SUMO Mot1 rescue 0 and C-LANA FP -1.0.
For CC1CCN(C(=O)Cn2cc(C(=O)C3CC3)c3ccccc32)CC1 the results were cardiac RTF act 1, PfHsp90 set2 -9, RTF Ca sens inh 0, Rtt109 HAT inh -7, PvdQ inh -4, CDK5 inh 0.1, Keap1-Nrf2 PPI 0, NSD2 inh 1, dFosB activator 11, SUMO Mot1 rescue -3 and C-LANA FP -0.5.
For COc1ccc(C(=O)N2CCN(c3ccc(F)cc3)CC2)cc1S(=O)(=O)NC1CC1 the results were cardiac RTF act -2, PfHsp90 set2 4, RTF Ca sens inh -5, Rtt109 HAT inh -3, PvdQ inh -15, CDK5 inh -1.1, Keap1-Nrf2 PPI -4, NSD2 inh -2, dFosB activator -8, SUMO Mot1 rescue 6 and C-LANA FP 1.0.

Continued; the last two above are carried over.
For CC1CCN(C(=O)Cn2cc(C(=O)C3CC3)c3ccccc32)CC1 the results were cardiac RTF act 1, PfHsp90 set2 -9, RTF Ca sens inh 0, Rtt109 HAT inh -7, PvdQ inh -4, CDK5 inh 0.1, Keap1-Nrf2 PPI 0, NSD2 inh 1, dFosB activator 11, SUMO Mot1 rescue -3 and C-LANA FP -0.5.
For COc1ccc(C(=O)N2CCN(c3ccc(F)cc3)CC2)cc1S(=O)(=O)NC1CC1 the results were cardiac RTF act -2, PfHsp90 set2 4, RTF Ca sens inh -5, Rtt109 HAT inh -3, PvdQ inh -15, CDK5 inh -1.1, Keap1-Nrf2 PPI -4, NSD2 inh -2, dFosB activator -8, SUMO Mot1 rescue 6 and C-LANA FP 1.0.
For Cc1ccc(NC(=O)CSc2ccc(Br)cc2)cc1S(=O)(=O)N1CCOCC1 the results were cardiac RTF act -6, PfHsp90 set2 32, RTF Ca sens inh -5, Rtt109 HAT inh 2, PvdQ inh 2, CDK5 inh -0.6, Keap1-Nrf2 PPI 1, NSD2 inh -3, dFosB activator -9, SUMO Mot1 rescue -8 and C-LANA FP -0.6.
For Fc1ccccc1NC(=S)Nc1cccnc1 the results were cardiac RTF act -3, PfHsp90 set2 11, RTF Ca sens inh -6, Rtt109 HAT inh 3, PvdQ inh -12, CDK5 inh -2.5, Keap1-Nrf2 PPI -1, NSD2 inh -2, dFosB activator -3, SUMO Mot1 rescue 198 and C-LANA FP 0.3.
O=C(COC(=O)c1n[nH]c(=O)c2ccccc12)c1ccc(Br)cc1 was read as cardiac RTF act 7, PfHsp90 set2 -9, RTF Ca sens inh -12, Rtt109 HAT inh -2, PvdQ inh -19, CDK5 inh 1.6, Keap1-Nrf2 PPI -1, NSD2 inh 2, dFosB activator -10, SUMO Mot1 rescue -5 and C-LANA FP -0.9.
Cc1ccc(S(=O)(=O)N2CCN(C(=O)COC(=O)/C=C/c3cccc([N+](=O)[O-])c3)CC2)c(C)c1 was read as cardiac RTF act -2, PfHsp90 set2 -13, RTF Ca sens inh -8, Rtt109 HAT inh -4, PvdQ inh 2, CDK5 inh -0.9, Keap1-Nrf2 PPI -1, NSD2 inh -1, dFosB activator 11 and C-LANA FP 0.7.
Screening Cc1cccc(N2C(=O)CC(N3CCN(c4ccccn4)CC3)C2=O)c1 (centres undefined) returned cardiac RTF act -9, PfHsp90 set2 13, RTF Ca sens inh 12, Rtt109 HAT inh 1, PvdQ inh 4, CDK5 inh 0.8, Keap1-Nrf2 PPI 3, NSD2 inh -3, dFosB activator 1, SUMO Mot1 rescue 17 and C-LANA FP -0.6.
`CCOc1ccc(NC(=O)CSc2nnc(C3CC3)n2C)cc1` gave cardiac RTF act -3, PfHsp90 set2 -10, RTF Ca sens inh -1, Rtt109 HAT inh 4, PvdQ inh 8, CDK5 inh 0.1, Keap1-Nrf2 PPI 2, NSD2 inh -1, dFosB activator 8, SUMO Mot1 rescue 3 and C-LANA FP 1.6.
O=C(O)/C=C/C(=O)NCc1csc2ccccc12 was read as cardiac RTF act 19, PfHsp90 set2 4, RTF Ca sens inh -4, Rtt109 HAT inh -5, PvdQ inh -27, CDK5 inh -4.9, Keap1-Nrf2 PPI -8, NSD2 inh -1, dFosB activator -2 and SUMO Mot1 rescue -10.
Screening Cc1sc(NC(=O)c2cc3ccccc3oc2=O)c(C(=O)OC(C)C)c1-c1ccccc1 returned cardiac RTF act 4, PfHsp90 set2 -10, RTF Ca sens inh -6, Rtt109 HAT inh -1, PvdQ inh -10, CDK5 inh 1.0, Keap1-Nrf2 PPI -6, dFosB activator 0, SUMO Mot1 rescue 2 and C-LANA FP -0.5.
